EBV LMP1 NFkB: reduces LMP1-driven NF-kappaB luciferase signal | LMP1-induced NF-kappaB luciferase reporter cells, luminescence | inhibition, % at 12.5 µM | 0.69% of 350,000 active | AID 504558; in the data active = inhibition above about 41%;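 also: 0% = neutral control wells and 100% = reference inhibitor control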
MITF TRPM1 inh: inhibitors of MITF-driven TRPM1 promoter in melanoma cells. SK-MEL-5 TRPM1 promoter luciferase, 24 h. 0.83% of 330,000 active. inhibition, % at 12.5 µM;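 active = mean inhibition across replicates of 60% or more, whatever share of single replicates reaches that level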; also: values of inactives mirror those of a sister screen read the other way
NR2E3 ag-1: activates human photoreceptor nuclear receptor NR2E3; inhibition of corepressor binding, % at 4.78 µM; AID 2300; 0.12% of 320,000 active; GST-NR2E3/biotin-RetCOR TR-FRET, 1536-well;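 active = percent inhibition above the cutoff of mean plus 3 SD of all tested compounds, set per screening campaign, cut at about 20% in these data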;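 also: 0% = DMSO wells and 100% = biotin wells as full block of FRET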
Target sequence (Q9Y5X4 whole entry, looked up): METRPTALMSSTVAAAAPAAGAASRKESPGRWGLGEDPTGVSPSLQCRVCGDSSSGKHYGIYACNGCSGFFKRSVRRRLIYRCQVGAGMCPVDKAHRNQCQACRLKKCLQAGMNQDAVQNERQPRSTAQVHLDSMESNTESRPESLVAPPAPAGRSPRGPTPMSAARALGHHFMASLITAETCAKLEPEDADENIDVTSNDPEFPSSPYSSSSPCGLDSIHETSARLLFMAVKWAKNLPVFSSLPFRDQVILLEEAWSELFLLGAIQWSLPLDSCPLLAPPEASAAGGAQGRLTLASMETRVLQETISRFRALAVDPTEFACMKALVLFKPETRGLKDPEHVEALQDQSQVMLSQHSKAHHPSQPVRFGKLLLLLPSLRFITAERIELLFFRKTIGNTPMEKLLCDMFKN
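Material: NR2E3–RetCOR corepressor complex / Amount: 1.35 nM GST-NR2E3 / Medium: Tris pH 7.5 / Compound: single nominal compound dose of 4.8 µM / Incubation: 5 h at 4 °C / Technique: TR-FRET, Eu(K)-anti-GST donor, streptavidin-D2 acceptor, ex 340, em 617/671 nm / Read-out basis: percent loss of FRET ratio relative to control wells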
Shn3 3UTR inh: reduces Shn3 3'UTR luciferase signal in osteoblasts; Clone20 osteoblast Shn3 3'UTR firefly luciferase, 24 h; inhibition, % at 12.5 µM; 0.52% of 360,000 active; AID 588674;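 active = mean inhibition of at least 75% with every replicate also reaching 75%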;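 also: 0% = median of neutral control wells and 100% = pilot-screen positive control compound; some compounds past the cut are filed as inactive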
iPSC survival up: hiPSC single-cell survival enhancement | ATPlite luminescence; 100% = ROCK inhibitor wells, 0% = DMSO | survival enhancement, % at 20 µM | 0.044% of 360,000 active | AID 602274; in the data active = survival enhancement above about 18%;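 also: cells exposed to compounds for 16 hours before the ATP read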
TRAIL sens C8: sensitizes caspase-8 expressing cells to TRAIL | NB7+C8 cells + TRAIL, ATPlite viability luminescence | inhibition (viability loss, TRAIL sensitization), % at 10 µM | 1% of 360,000 active;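 active = compounds causing at least 50% loss of cell viability in the single-dose screen, relative to plate controls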
CF NFkB block: blocks PAF-induced NF-kB reporter in cystic fibrosis cells. KKLEB NF-kB-GFP reporter, GFP fluorescence overnight. 0.86% of 360,000 active. inhibition, % at 5 µM;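 active = at least 50% inhibition at 5 µM, scaled per plate between neutral and stimulator controls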;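 also: PAF is a Pseudomonas aeruginosa culture filtrate used as stimulus; plate controls were PAF-stimulated DMSO wells for no effect and unstimulated DMSO wells for full effect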
Peg3 promoter: inhibitors of Peg3 promoter; AID 588405; inhibition, % at 20 µM; 1.7% of 360,000 active; HeLa PEG-Prom luciferase reporter, luminescence, overnight;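 active = inhibition of at least 50% at 20 µM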
KKLEB cytotox: CF airway cell cytotoxicity counter-screen | KKLEB CF airway cells viability, ATPlite luminescence, overnight; active compounds read low; cells stimulated with P. aeruginosa culture filtrate | activity change (cytotoxicity), % at 5 µM | 0.36% of 360,000 active | AID 602141;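 active = corrected activity change at or below -50% at 5 µM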
HIF-2a block: inhibitors of HIF-2a. inhibition, % at 18.8 µM. AID 624352. 0.72% of 360,000 active. 786-0 RCC cells HIF-2a reporter, luciferase luminescence, overnight;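 active = inhibition of the luminescence signal of 40% or more relative to plate controls, in a single-dose primary screen at 18.75 µM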
NR2E3 ag-2: activates human NR2E3 receptor. Q9Y5X4. 0.35% of 360,000 active. AID 602229. inhibition of corepressor binding, % at 3.98 µM. CHO-S Gal4-NCOR/VP16-NR2E3 two-hybrid, luciferase;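 active = inhibition above the mean of all tested compounds plus 3 SD, cut at about 70% in these data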;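 also: 0% = DMSO with NR2E3 transfected cells and 100% = cells lacking NR2E3 construct; higher means lower luciferase signal from less NR2E3 corepressor binding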
* = called active by the depositor; nt = not tested or not shown. Not all compounds are listed, so the mix of outcomes need not match the whole.

SMILES	EBV LMP1 NFkB	MITF TRPM1 inh	NR2E3 ag-1	Shn3 3UTR inh	iPSC survival up	TRAIL sens C8	CF NFkB block	Peg3 promoter	KKLEB cytotox	HIF-2a block	NR2E3 ag-2
O=C(NC(=S)N1CCN(c2ccc([N+](=O)[O-])cc2)CC1)c1ccccc1Cl	8	20	2	33	2.4	-2	-12	10	-2	17	4
CCOC(=O)Cn1c(S(=O)(=O)Cc2ccc(F)cc2)nc(-c2ccccc2)c1-c1ccccc1	-5	0	4	55	-1.8	20	14	23	0	6	16
COc1cc(NC(=O)CCC(=O)O)nc(OC)n1	-13	-5	3	-7	-0.7	9	5	13	-10	1	-2
CCN(C(=O)COc1cc(=O)n(CC)c2ccccc12)c1cccc(Cl)c1	5	15	-4	8	0.9	4	-22	7	-20	11	-4
Cc1c(C)n(C(=O)CSc2ncn[nH]2)c2ccccc12	3	7	-2	7	-0.7	2	-1	2	9	8	3
O=C(NCc1n[nH]c(=S)n1-c1ccc(Br)cc1)c1ccc(S(=O)(=O)N2CCCCC2)cc1	-4	6	2	-2	-0.5	6	-12	5	-3	-11	-14
Cc1ccc(S(=O)(=O)N2CCN(CC(=O)N/N=C\C(Cl)=C\c3ccccc3)CC2)cc1	-11	-2	-3	-4	-1.5	5	-15	7	2	8	0
COC(=O)c1cccc(NC(=O)COC(=O)CSc2nc(C)cc(C)n2)c1	3	1	0	-32	-0.9	-2	4	15	9	1	-17
CCOC(=O)c1c(Nc2ccccc2)sc(/C=C2\C=Nc3ccccc32)c1O	-29	6	-1	78	2.3	19	4	6	-11	-32	-14
Clc1cccc(-c2ccc(C=Nc3ccc(N4CCOCC4)cc3)o2)c1Cl	1	4	nt	-18	-2.0	-4	9	-11	7	-4	7
CC1CN(C(=O)COc2ccc3c(-c4ccccc4)cc(=O)oc3c2)CC(C)O1 (centres undefined)	5	5	1	5	0.0	-9	7	-3	3	-7	-54
O=C(c1cccs1)N1CCN(S(=O)(=O)c2cccs2)CC1	0	4	2	22	-0.4	2	0	13	5	9	12
CCOC(=O)CN(C(=O)CSc1nnc(C)n1-c1ccccc1)c1ccccc1	-10	-1	1	-3	0.3	13	3	11	1	-5	-4
C[C@H](CO)N1C[C@H](C)[C@@H](CN(C)S(=O)(=O)c2ccc(-n3cccn3)cc2)OCc2cn(nn2)CCCC1=O	12	nt	nt	-9	3.3	-1	-27	-23	9	5	0
O=C(NC(=S)NCCN1CCOCC1)c1ccccc1Cl	-4	-1	0	4	0.9	1	5	2	1	12	11
Cc1cc(C(=O)NCCC(c2ccccc2)c2ccccc2)c(C)o1	-3	-7	-2	-25	-1.0	0	8	-25	3	-95	-35
CN1CCN(c2ccc(CNC(=O)c3ccc4c(c3)OCCO4)cc2)CC1	-7	1	-4	1	-0.2	-20	-2	-4	0	-20	-15
CN(C)C(=O)c1cc(C(=O)c2ccc(Cl)cc2Cl)c[nH]1	25	5	3	-19	2.3	4	18	-152	-10	-131	-28
CC(=O)NC(Cc1ccccc1)c1ccc2c(c1)OCCCO2 (centres undefined)	-13	-32	-2	-13	0.5	-8	-4	-83	7	-87	-19
Cc1ccc(NC(=O)N2CCCC2C(=O)Nc2nnc(C(C)C)s2)cc1 (centres undefined)	-5	-9	2	-18	-0.5	18	2	-27	-3	6	-15

The list goes on, starting with the last six of the part before.
SMILES	EBV LMP1 NFkB	MITF TRPM1 inh	NR2E3 ag-1	Shn3 3UTR inh	iPSC survival up	TRAIL sens C8	CF NFkB block	Peg3 promoter	KKLEB cytotox	HIF-2a block	NR2E3 ag-2
O=C(NC(=S)NCCN1CCOCC1)c1ccccc1Cl	-4	-1	0	4	0.9	1	5	2	1	12	11
Cc1cc(C(=O)NCCC(c2ccccc2)c2ccccc2)c(C)o1	-3	-7	-2	-25	-1.0	0	8	-25	3	-95	-35
CN1CCN(c2ccc(CNC(=O)c3ccc4c(c3)OCCO4)cc2)CC1	-7	1	-4	1	-0.2	-20	-2	-4	0	-20	-15
CN(C)C(=O)c1cc(C(=O)c2ccc(Cl)cc2Cl)c[nH]1	25	5	3	-19	2.3	4	18	-152	-10	-131	-28
CC(=O)NC(Cc1ccccc1)c1ccc2c(c1)OCCCO2 (centres undefined)	-13	-32	-2	-13	0.5	-8	-4	-83	7	-87	-19
Cc1ccc(NC(=O)N2CCCC2C(=O)Nc2nnc(C(C)C)s2)cc1 (centres undefined)	-5	-9	2	-18	-0.5	18	2	-27	-3	6	-15
CCOc1ccc(C(=O)NCC(=O)OCCCOC(=O)CNC(=O)c2ccc(OCC)cc2)cc1	-5	0	-3	-8	-0.4	-2	-22	-14	9	-7	-3
COc1cccc(C(c2nnnn2C2CCCC2)N2CCN(C/C=C/c3ccccc3)CC2)c1OC (centres undefined)	nt	nt	nt	9	-0.6	-4	-4	20	-10	-41	26
Cc1ccc(S(=O)(=O)n2c([N+](=O)[O-])cnc2C)c(C)c1C	1	3	-3	-7	-1.0	-10	-4	1	-4	18	6
COc1cccc(OC)c1OCCCOc1ccc(C)cc1Br	6	-14	3	7	2.4	3	4	-3	-7	-32	nt
COc1cccc(C(=O)Nc2ccc(NC(=O)Cc3ccccc3)cc2)c1	-16	9	-1	-7	0.1	12	2	18	-5	15	-15
COc1cccc(-c2ccc3ncnc(NCc4cccc(C)c4)c3c2)c1	13	0	1	9	-2.1	31	69*	19	-8	24	-37
O=C(c1cccs1)N1CCCC(c2nc3c(nnn3Cc3c(Cl)cccc3Cl)c(=O)[nH]2)C1 (centres undefined)	-5	6	1	8	-0.5	0	-7	12	-5	19	-37
c1ccc(CCN=C2CCCc3c2[nH]c2ccccc32)cc1	-2	5	-2	nt	0.4	2	-8	25	9	0	-3
Cc1ccc(S(=O)(=O)NC2CCC(C(=O)O)CC2)cc1 (centres undefined)	-1	-6	-2	-7	-1.3	-3	-10	25	-9	13	6
Cc1nc(-c2ccccc2)nc(-c2ccccc2)n1	-8	nt	1	-18	2.5	-7	-16	2	-7	-1	-25
O=C(CSc1nnc(Nc2ccccc2F)s1)NCC1CCCO1 (centres undefined)	-1	-11	nt	7	0.8	1	5	-77	10	-85	-6
O=C(NNc1ccc(Cl)cc1)c1cccs1	-20	9	0	nt	-0.2	-10	-14	10	3	6	1
C/C(CC(=O)NCc1ccco1)=N\NC(=O)CC#N	0	-2	3	-56	-0.2	-7	0	-5	1	2	-33
CCN(CC(=O)NCCCN1CCOCC1)S(=O)(=O)c1cc(Cl)ccc1Cl	-3	13	2	13	-0.6	-3	-5	13	3	15	-30
Cc1cc(Br)ccc1NC(=O)c1ccc(-n2cncn2)c([N+](=O)[O-])c1	0	21	0	6	0.1	0	-30	-7	3	-12	-12
COc1cc2ccccc2cc1C(=O)Nc1ccc2oc(=O)ccc2c1	6	-9	-23	-2	-0.5	3	-46	-1	-1	-12	-22
O=C(Cn1nnc(-c2ccccc2NC(=O)c2cccs2)n1)Nc1ccccc1	1	1	-4	12	-1.3	4	-19	20	-1	3	10
O=C1NC(C(=O)O)=CC(c2cccc(Cl)c2Cl)N1 (centres undefined)	9	13	-3	8	-0.9	-9	-8	-12	20	14	9
COc1cc(NC(=O)C2C3CCC(O3)C2C(=O)O)cc(OC)c1 (centres undefined)	-5	11	-3	-18	-0.2	4	21	-3	-5	12	8
O=C(c1cnn2c(C(F)F)cc(-c3ccccc3)nc12)N1CCCCC1c1cccnc1 (centres undefined)	-5	3	2	-3	-0.4	1	22	16	2	20	2

Reformatted as labelled records: entries from further up.
CCOc1ccc(C(=O)NCC(=O)OCCCOC(=O)CNC(=O)c2ccc(OCC)cc2)cc1
  EBV LMP1 NFkB: -5
  MITF TRPM1 inh: 0
  NR2E3 ag-1: -3
  Shn3 3UTR inh: -8
  iPSC survival up: -0.4
  TRAIL sens C8: -2
  CF NFkB block: -22
  Peg3 promoter: -14
  KKLEB cytotox: 9
  HIF-2a block: -7
  NR2E3 ag-2: -3
COc1cccc(C(c2nnnn2C2CCCC2)N2CCN(C/C=C/c3ccccc3)CC2)c1OC (centres undefined)
  EBV LMP1 NFkB: nt
  MITF TRPM1 inh: nt
  NR2E3 ag-1: nt
  Shn3 3UTR inh: 9
  iPSC survival up: -0.6
  TRAIL sens C8: -4
  CF NFkB block: -4
  Peg3 promoter: 20
  KKLEB cytotox: -10
  HIF-2a block: -41
  NR2E3 ag-2: 26

Remaining list, next part
SMILES	EBV LMP1 NFkB	MITF TRPM1 inh	NR2E3 ag-1	Shn3 3UTR inh	iPSC survival up	TRAIL sens C8	CF NFkB block	Peg3 promoter	KKLEB cytotox	HIF-2a block	NR2E3 ag-2
Cc1ccc(Nc2nc(=O)c3cccnc3s2)c(Br)c1	-25	-17	2	40	-0.5	20	10	-36	5	-55	-9
c1csc(-c2nnc(N3CCCCCC3)c3ccccc23)c1	-23	-3	1	1	-0.8	8	-12	-60	5	-74	-43
CCCCC(=O)Nc1cccn2ncnc12	3	4	-1	1	0.0	-19	21	-6	-18	2	-24
Cc1cnc(C(=O)OCc2c(C)cc(C(C)(C)C)cc2C)cn1	2	2	-9	13	-0.8	8	2	7	-4	8	3
CC1(NC(=O)Cc2c(F)cccc2Cl)CCS(=O)(=O)C1 (centres undefined)	1	-1	nt	-8	-1.8	-20	-10	2	12	-5	-13
COc1ccc(OC)c(NS(=O)(=O)c2cccc3cccnc23)c1	-7	7	-1	-10	0.3	-21	-8	10	3	5	13
COC(=O)[C@@H]1C[C@@H]2CC[C@@H](O)C[C@@H]2N1Cc1ccc(N2CCN(C)CC2)cc1	-1	0	1	-1	0.9	-8	-10	-11	9	5	2
Cc1ccc(C(=O)OCC(=O)Nc2ccc3c(c2)OCO3)cc1S(=O)(=O)N1CCOCC1	-2	-10	-1	-2	-2.8	5	-12	5	8	5	-19
CCOc1cc(C2C(C(=O)OC)=CN(Cc3ccc(Cl)cc3)C=C2C(=O)OC)ccc1O	5	13	2	15	-0.6	-13	-6	26	7	15	-25
c1ccc2c(c1)CCN(CCCNc1nc3ccccc3n3cnnc13)C2	0	1	nt	9	-0.5	-2	-32	5	14	9	8
CCN(C(=O)COC(=O)CCn1c(C)csc1=O)c1c(N)n(Cc2ccccc2)c(=O)[nH]c1=O	0	-2	1	7	-0.4	7	12	1	-2	7	8

Screening data (PubChem BioAssay)
